GalR3 antagonist: human GalR3 antagonism | O60755 | HEK293 GalR3-CNG cAMP membrane potential fluorescence; galR3 body fused to GalR1 C-terminus | inhibition, % at 3 µM | 0.44% of 360,000 active;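 active means inhibition above the screen-wide average plus 3 SD, cut at about 13% in these data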;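 further: forskolin and galanin both at EC90 stimulate the cells; cAMP rise reported by CNG channel membrane potential dye signal; 0% = forskolin plus galanin with DMSO and 100% = forskolin alone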
PHOSPHO1 block: inhibitors of human PHOSPHO1 phosphatase; AID 1565; recombinant PHOSPHO1, absorbance phosphatase assay; 1.1% of 290,000 active; Q8TCT1; inhibition, % at 13.3 µM; in the data active means inhibition above about 60%
MEKK3 PB1 HTS: raises or lowers MEK5 binding to the human MEKK3 PB1 domain. Q99759. bead-based flow cytometry, Alexa488-MEK5 binding to MEKK3; actives lie on both sides; 0 = blocked by unlabeled MEK5, 100 = vehicle. binding response (% of control), % at 10 µM. 1.4% of 290,000 active;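 active means binding response more than 3 SD above or below the average of its plate-row segment, actives on both sides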;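 further: Alexa488 bead fluorescence after subtracting the streptavidin-only scavenger bead signal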
V1aR counter: activates human V1a receptor in oxytocin agonist counter-screen; P37288; CHO-V1R cells, Fluo-8 calcium fluorescence, agonist mode; 0% DMSO, 100% 3 nM vasopressin; activation, % at 3 µM; 0.25% of 320,000 active;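 active means activation above the mean activation of all tested compounds plus 3 SD, per screening run, cut at about 20% in these data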;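 further: signal is peak over basal fluorescence ratio across a 100 second FLIPR read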
Target sequence (P37288 whole entry, looked up): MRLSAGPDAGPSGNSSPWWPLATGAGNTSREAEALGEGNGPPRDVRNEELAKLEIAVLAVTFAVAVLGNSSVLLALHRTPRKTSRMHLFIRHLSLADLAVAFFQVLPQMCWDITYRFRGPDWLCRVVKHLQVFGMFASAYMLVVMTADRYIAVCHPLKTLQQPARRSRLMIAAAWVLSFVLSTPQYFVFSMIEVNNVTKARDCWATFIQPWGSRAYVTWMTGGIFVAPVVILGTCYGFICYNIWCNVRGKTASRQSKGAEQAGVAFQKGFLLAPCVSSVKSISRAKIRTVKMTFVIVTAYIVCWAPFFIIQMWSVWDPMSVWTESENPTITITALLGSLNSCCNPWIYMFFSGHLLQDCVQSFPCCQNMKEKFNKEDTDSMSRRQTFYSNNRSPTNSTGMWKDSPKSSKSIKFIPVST
OXTR agonist: activates the human oxytocin receptor; P30559; CHO-OTR cells, Fluo-8 calcium fluorescence; normalized: DMSO 0%, oxytocin 100%; activation, % at 3 µM; 0.32% of 320,000 active; AID 2435;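 active means activation above the mean of all tested compounds plus 3 SD, cutoff set per screening run, cut at about 20% in these data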;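 further: peak over basal fluorescence ratio from a 100 s FLIPR kinetic read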
MEKK2 mut-MEK5: signal of MEK5 binding to mutant human MEKK2 PB1 domain; bead flow cytometry, Alexa488-MEK5 binding to MEKK2 mutant; percent response, % at 10 µM; AID 1530; 0.35% of 290,000 active; in the data active means percent response above about 24%, passing the limit was not always enough; further: inactives centre near 1; some results filed as inactive read as strong as hits; reference of the scale not given here
MEKK2 WT-MEK5: raises or lowers MEK5 binding to wildtype human MEKK2 PB1 domain; Q9Y2U5; bead flow cytometry, Alexa488-MEK5 binding to MEKK2 WT; actives lie on both sides; binding response (% of control), % at 10 µM; 1.1% of 290,000 active; AID 1531; in the data active means binding response below about 67% or above about 130%
NALP1 yeast inh: inhibitors of NALP1 inflammasome in yeast. inhibition, % at 10 µM. 0.61% of 280,000 active. S. cerevisiae NALP1/ASC/caspase-1 growth, X-gal OD620, 72 h; in the data active means inhibition mostly above about 24%, no sharp cut-off; inactive means mostly below about 32%; further: some compounds called inactive have numbers as strong as hits
GPR7 antagonist: blocks human GPR7 receptor signaling. P48145. GPR7-expressing cells, fluorescence antagonist assay. inhibition, % at 4.4 µM. 1.1% of 290,000 active; in the data active means inhibition above about 16%, passing the limit was not always enough;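 further: cells stimulated with the agonist NPW; 0% = agonist with vehicle and 100% = vehicle without agonist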
Target sequence (P48145 whole entry, looked up): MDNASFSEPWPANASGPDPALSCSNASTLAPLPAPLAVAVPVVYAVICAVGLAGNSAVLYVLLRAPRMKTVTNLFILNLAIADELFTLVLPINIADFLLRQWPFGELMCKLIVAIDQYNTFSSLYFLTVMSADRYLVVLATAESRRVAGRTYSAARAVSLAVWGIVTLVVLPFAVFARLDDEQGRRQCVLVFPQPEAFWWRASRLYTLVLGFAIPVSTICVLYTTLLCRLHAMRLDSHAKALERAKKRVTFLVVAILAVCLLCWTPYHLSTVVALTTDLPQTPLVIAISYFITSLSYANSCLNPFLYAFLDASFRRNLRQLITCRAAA
Numbers without * were called inactive; x = not tested or not shown; [ ] = dose if it differs, or a comment.

(1) CCn1c(SCC(=O)NC2CCCCC2)nnc1-c1cccnc1
(2) O=C(Nc1nc2ccccc2n1CCN1CCCCC1)C1CCCCC1
(3) O=C(NCCc1ccccc1)c1cnc2sccn2c1=O
(4) Cc1ccc(S(=O)(=O)Nc2ccc(NC(=O)CN3CCCCC3)cc2)cc1
(5) Cc1cc(NC(=O)Nc2ccc(Cl)cc2)n(C)n1
(6) Cc1nn(C)cc1/C=N\NC(=O)c1ccc2c(c1)c(C)c(C)n2Cc1ccccc1
(7) CCc1ccc(CNCc2ccc(F)cc2)cc1
(8) CC1CCC(NS(=O)(=O)c2ccc3c(c2)n(C)c(=O)c(=O)n3C)CC1 (configuration not stated)

assay / entry	1	2	3	4	5	6	7	8
GalR3 antagonist	-1	-6	1	-2	2	-4	-7	-4
PHOSPHO1 block	x	46	0	-2	23	24	-19	0
MEKK3 PB1 HTS	103	100	102	94	103	99	98	104
V1aR counter	0.1	0.0	0.5	2.6	4.0	0.3	2.0	-0.7
OXTR agonist	-0.7	-0.7	0.3	2.8	2.4	-1.1	1.6	-0.8
MEKK2 mut-MEK5	5	7	-1	4	9	0	-1	-1
MEKK2 WT-MEK5	104	102	102	101	105	96	99	98
NALP1 yeast inh	6	4	25	-4	1	-3	40	9
GPR7 antagonist	2	-8	-13	-2	12	-11	-19	9

(9) O=C(CSc1ccc(-c2ccncc2)nn1)N1CCN(c2ccccc2)CC1
(10) COC(=O)c1c(N2C(=O)[C@H]3[C@@H](C2=O)[C@]2(C(=O)Nc4c2ccc(C)c4C)N2CCC[C@@H]32)sc(C)c1C
(11) C=CCNC(=O)c1c(CSc2ccc(Cl)cc2)noc1C(=O)NCc1ccccc1
(12) CCn1c(SCc2ccccc2)nnc1C1CCN(S(=O)(=O)c2ccc(OC)cc2)CC1
(13) COc1ccc(CCNC(=O)Cc2cc(OC)c(OC)cc2Br)cc1OC
(14) Cc1ccc(Nc2nnc(SCC(=O)Nc3cccc(S(=O)(=O)NC4=NCCCCC4)c3)s2)c(C)c1
(15) COc1ccc(C(=O)/C=C/c2ccc(OC)c(CN3CCOCC3)c2)cc1
(16) CN(C(=O)CSc1nc(-c2ccc(F)cc2)cs1)C1CCS(=O)(=O)C1 (configuration not stated)

assay / entry	9	10	11	12	13	14	15	16
GalR3 antagonist	2	-4	-6	-4	1	4	-9	-4
PHOSPHO1 block	-3	-6	x	8	20	-26	-15	21
MEKK3 PB1 HTS	88	100	98	101	103	101	101	105
V1aR counter	1.1	1.0	6.5	6.0	1.1	-1.4	0.2	1.8
OXTR agonist	0.9	0.9	4.1	4.3	0.2	-2.2	0.4	0.9
MEKK2 mut-MEK5	-9	11	-1	-2	-6	-1	0	8
MEKK2 WT-MEK5	87	101	102	99	96	97	105	106
NALP1 yeast inh	0	28	x	9	-6	25	50	-2
GPR7 antagonist	-14	-9	x	-1	-3	-13	-10	-3

(17) CCCc1ccc(S(=O)(=O)NCc2nnc(SC)n2C)cc1
(18) Cc1ccc(Nc2nc3c(s2)CCC3)c(C)c1
(19) NC(=O)CC(NC(=O)c1cccc(Br)c1)c1ccc(NC2CCCCCCCCCCC2)c([N+](=O)[O-])c1 (configuration not stated)
(20) CCOc1ccc(-c2nnn(CCC(=O)O)n2)cc1OC
(21) Cc1ccc(-n2nc3c(=O)n(CC(=O)c4ccc(F)cc4)nc(C)c3c2C)cc1
(22) COCCNS(=O)(=O)c1ccc2c(c1)oc(=O)c1cc(S(=O)(=O)NCCOC)ccc12
(23) CC(C)N=C(NC#N)SCc1ccccc1
(24) COc1cc(C(=O)Nc2cccnc2)cc(OC)c1OC

assay / entry	17	18	19	20	21	22	23	24
GalR3 antagonist	-4	0	2	-1	-10	x	-1	-11
PHOSPHO1 block	32	-8	21	0	-24	12	49	3
MEKK3 PB1 HTS	100	112	91	100	97	x	107	103
V1aR counter	0.1	-0.2	0.0	0.7	4.6	0.8	-0.5	1.0
OXTR agonist	0.6	-1.8	-0.3	1.8	3.2	-0.1	-1.5	1.2
MEKK2 mut-MEK5	7	5	-6	-2	-2	x	5	2
MEKK2 WT-MEK5	98	108	85	99	98	x	108	105
NALP1 yeast inh	-4	10	9	x	25	x	16	9
GPR7 antagonist	-1	-13	1	16	-15	13	-8	-16

(25) O=C(CSCc1ccc(F)cc1)Nc1nc2c(s1)CCCC2
(26) CCCn1c(SCC(=O)Nc2ccccc2N2CCOCC2)nc2c1c(=O)n(C)c(=O)n2C
(27) O=C(CCn1nnc2ccccc21)OCC(=O)c1ccc(F)cc1
(28) COc1cccc2cc(-c3nnc(SCC(=O)Nc4ccc(NC(C)=O)cc4)n3C)oc12
(29) CCCC(=O)Nc1c2c(nn1-c1ccc(OC)cc1)CS(=O)(=O)C2
(30) COC(=O)CSc1nc(N)nc(C)c1Cl
(31) S=C(Nc1cccnc1)NC1CC2CCC1C2 (configuration not stated)
(32) COC(C[C@@H](O)C[C@@H](O)[C@@H](C)OCc1ccccc1)OC

assay / entry	25	26	27	28	29	30	31	32
GalR3 antagonist	-4	3	-9	-8	-4	-8	-1	3
PHOSPHO1 block	14	3	39	32	-6	50	35	x
MEKK3 PB1 HTS	104	108	104	101	100	102	95	96
V1aR counter	-0.5	0.8	0.8	5.5	0.3	1.0	0.3	0.8
OXTR agonist	-0.5	1.0	1.5	0.4	0.7	0.1	1.4	1.3
MEKK2 mut-MEK5	3	14	2	-4	6	-2	-4	-6
MEKK2 WT-MEK5	104	100	102	98	101	103	101	94
NALP1 yeast inh	-11	16	3	-4	-6	15	14	x
GPR7 antagonist	-18	-3	-17	-6	-8	-5	0	x

(33) COc1ccc(C(=O)NNC(=O)CSc2nnc(COc3ccccc3)n2C)cc1
(34) CC(C)c1ccc(NC(=O)CCNC(=O)Cn2cnc3ccccc3c2=O)cc1
(35) CCC(C)NS(=O)(=O)c1ccc(S(=O)(=O)N2CCCC3(CCCCC3)C2)cc1 (configuration not stated)
(36) COC(=O)C(NC(=O)CSc1nc(N)cc(=O)[nH]1)c1ccccc1 (configuration not stated)
(37) COc1ccc(/C=N/N2C(=O)C3C4C=CC(C4)C3C2=O)cc1[N+](=O)[O-] (configuration not stated)
(38) CN1CCN(C(=O)c2ccc(Cl)c(S(=O)(=O)N3CCCCCC3)c2)CC1
(39) N#Cc1ccc(-c2ccc(Cl)cc2)nc1Oc1ccc(F)cc1
(40) CCN1CCN(c2ccc(S(=O)(=O)N3CCCCC3)cc2NC(=O)COc2ccc(F)cc2Cl)CC1

assay / entry	33	34	35	36	37	38	39	40
GalR3 antagonist	-5	-7	-6	-4	-4	-2	-4	-3
PHOSPHO1 block	-42	15	-16	25	-7	24	10	24
MEKK3 PB1 HTS	104	100	100	98	92	105	99	102
V1aR counter	-0.1	1.9	2.1	0.4	1.0	1.4	0.2	1.4
OXTR agonist	-0.9	0.9	3.9	0.4	1.1	0.5	0.0	1.3
MEKK2 mut-MEK5	-3	-2	1	-3	-5	5	-4	21
MEKK2 WT-MEK5	99	97	107	95	93	113	97	139*
NALP1 yeast inh	30	2	15	14	-8	9	4	12
GPR7 antagonist	-13	-9	1	-11	-8	2	0	-10

(41) COc1ccc(Cc2nc3ccc(C(=O)N4C[C@@H](C)O[C@@H](C)C4)cc3o2)cc1OC
(42) Cc1onc(-c2ccccc2Cl)c1C(=O)NC(C)c1ccccc1 (configuration not stated)
(43) Cc1ccc(-c2[nH][nH]c(=O)c(=O)c2N=Nc2ccccc2)cc1
(44) NC(=O)C1CCN(CC(=O)c2c[nH]c3ccc(F)cc23)CC1
(45) CCOC(=O)c1cnc2ccc(OCC)cc2c1N1CCN(C)CC1
(46) CCOC(=O)N1CCC(NC(=O)Cn2c3c(c(-c4ccccc4Cl)cc2=O)CCC3)CC1
(47) Cc1ccccc1NC(=S)NCc1ccc2c(c1)cc(C)n2C
(48) O=C1Nc2ccccc2C(O)(C(=O)NC2CC2)N1c1ccc(Cl)c(Cl)c1 (configuration not stated)

assay / entry	41	42	43	44	45	46	47	48
GalR3 antagonist	-8	0	6	-3	4	x	x	-1
PHOSPHO1 block	64*	8	47	33	-1	14	-11	-26
MEKK3 PB1 HTS	99	105	105	104	113	110	74*[inhibitor]	105
V1aR counter	7.8	-0.3	-0.1	0.7	0.6	1.5	1.2	0.2
OXTR agonist	5.4	-1.4	-0.4	0.2	-0.5	-0.9	-1.6	-1.3
MEKK2 mut-MEK5	1	0	1	7	11	8	-2	4
MEKK2 WT-MEK5	100	103	103	110	114	108	61*[inhibitor]	111
NALP1 yeast inh	10	23	x	25	29	34	28	16
GPR7 antagonist	-1	-2	-12	-1	-6	-2	-13	-6

The final four entries of the section before come first, to join the parts.
(45) CCOC(=O)c1cnc2ccc(OCC)cc2c1N1CCN(C)CC1
(46) CCOC(=O)N1CCC(NC(=O)Cn2c3c(c(-c4ccccc4Cl)cc2=O)CCC3)CC1
(47) Cc1ccccc1NC(=S)NCc1ccc2c(c1)cc(C)n2C
(48) O=C1Nc2ccccc2C(O)(C(=O)NC2CC2)N1c1ccc(Cl)c(Cl)c1 (configuration not stated)
(49) Cc1csc(SCc2ccccc2C(=O)O)n1
(50) CC(NCc1cc(Br)ccc1OCC(N)=O)C12CC3CC(CC(C3)C1)C2 (configuration not stated)
(51) O=C(CCSc1ccccc1)Nc1ccc(S(=O)(=O)N2CCOCC2)cc1
(52) COc1cccc(CC(NC(C)=O)C(=O)NC2CCN(S(=O)(=O)c3ccc(F)cc3)CC2)c1OC (configuration not stated)
(53) CCCNC(=O)Nc1cccc(C(=O)OC)c1

assay / entry	45	46	47	48	49	50	51	52	53
GalR3 antagonist	4	x	x	-1	1	-10	-4	-2	0
PHOSPHO1 block	-1	14	-11	-26	-2	8	14	3	-8
MEKK3 PB1 HTS	113	110	74*[inhibitor]	105	3.0*[inhibitor]	106	105	96	92
V1aR counter	0.6	1.5	1.2	0.2	-0.5	1.8	6.5	0.2	0.0
OXTR agonist	-0.5	-0.9	-1.6	-1.3	-0.7	6.3	6.0	-0.2	-0.2
MEKK2 mut-MEK5	11	8	-2	4	-14	11	3	-14	-3
MEKK2 WT-MEK5	114	108	61*[inhibitor]	111	3.0*[inhibitor]	118	106	90	94
NALP1 yeast inh	29	34	28	16	-2	25	10	-14	12
GPR7 antagonist	-6	-2	-13	-6	-3	27*	1	4	2
